TbPYK inhibitor = qHTS of Trypanosoma Brucei Inhibitors; Potency, µM (highest dose often 76.8 µM), for inactives: at the top dose activity, negative = inhibition, hits mostly inhibitors; 410,000 compounds, 0.12% hits; TbPYK enzyme, Kinase-Glo Plus ATP luminescence, 45 min; pyruvate kinase (Trypanosoma brucei), Q57TT1; AID 624173, 2012; active = well fitted inhibition curve with a large enough effect; inconclusive = small, poorly fitted or top-dose-only effect; note: nearly all actives have a fitted effect of over 50% in size
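Luminescence from Kinase-Glo Plus, added after a 45-minute room-temperature reaction, served as the end-point read-out. The enzyme and substrate were preincubated with compound before ADP (130 uM final) initiated turnover. Concentration-effect curves came from normalized qHTS data.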
Numbers without * were called inactive; ? = inconclusive; & = joins results of further samples. % is set by controls: 0 for no effect and ±100 for the full control effect; potency is the fitted concentration of half-maximal effect.

SMILES	TbPYK inhibitor
CCC(C)Sc1oc(-c2ccco2)nc1S(=O)(=O)c1ccc(C)cc1 (stereo not drawn)	4.3%
O=c1cc(-c2ccccc2)nc2cc(-c3ccc(F)cc3)[nH]n12	-12.1%&-0.2%
O=C(NCc1ccccc1)c1ccc(-c2cn[nH]c2)c2ccoc12	0.1%
COc1ccccc1CNC(=O)c1ccc2nc(N3CCCCC3)sc2c1	4.1%
CC1(C(=O)Nc2cccnc2)Cc2c(-c3ccc4c(c3)OCO4)ccnc2O1 (stereo not drawn)	0.3%
Cc1c(C=O)cnn1CCC(=O)O	-4.4%
COc1ccc(CC(=O)NC2CC(=O)N(c3ccc(C)c(C)c3)C2)cc1OC (stereo not drawn)	-9.0%
COc1ccccc1Nc1ncnc2c1nc1n2CCCCC1	9.7%
CN(C)c1ccc(/C=C/C(=O)c2ccc(O)cc2)cc1	-2.7%
CCN(CC(=O)NCc1cccs1)C(=O)c1cccc(S(=O)(=O)Nc2ccc(F)cc2)c1	0.0%
CCN(C(=O)C1CCC(CNS(=O)(=O)c2cccc3nsnc23)CC1)c1ccc(C)c(C)c1 (stereo not drawn)	2.7%
CCC1CCC(C(=O)NC(C(=O)NCCN(CC(C)C)CC(C)C)C(C)C)CC1 (stereo not drawn)	1.0%

Random excerpt: five records from the list
SMILES	TbPYK inhibitor
Cc1c(C=O)cnn1CCC(=O)O	-4.4%
O=c1cc(-c2ccccc2)nc2cc(-c3ccc(F)cc3)[nH]n12	-12.1%&-0.2%
CN(C)c1ccc(/C=C/C(=O)c2ccc(O)cc2)cc1	-2.7%
CCN(CC(=O)NCc1cccs1)C(=O)c1cccc(S(=O)(=O)Nc2ccc(F)cc2)c1	0.0%
CC1(C(=O)Nc2cccnc2)Cc2c(-c3ccc4c(c3)OCO4)ccnc2O1 (stereo not drawn)	0.3%

The list continues:
SMILES	TbPYK inhibitor
CC(C)CNC(=O)c1cccc2c(-c3cccnc3)coc12	3.3%
CC1=C(C(=O)N2CCOCC2)CC(CC(=O)NCCCCc2ccccc2)C(=O)N1CCC1=CCCCC1 (stereo not drawn)	-2.6%
O=C(NCCc1ccc(Cl)cc1)c1ccc(Cn2c(=O)c3cccn3c3cccnc32)cc1	-5.6%
COc1ccc(-n2c(SCc3nc(-c4ccc(C)cc4)no3)nnc2-c2ccncc2)cc1	-0.1%
C[C@H](CO)N1C[C@H](C)[C@@H](CN(C)S(=O)(=O)c2cn(C)cn2)OCc2cnnn2CCCC1=O	-4.7%
CCOc1ccc(CC(=O)NCC(c2cccs2)S(=O)(=O)c2ccc(F)c(C)c2)cc1 (stereo not drawn)	4.8%
CCc1ccc(CNC(=O)C2CCN(c3nc4ccccc4nc3C(F)(F)F)CC2)cc1	-10.1%
Cc1ccsc1CCN1C(=O)N(c2ccccc2)C(=O)C1CC(=O)Nc1ccc(Cl)cc1 (stereo not drawn)	-7.8%
Cn1c(=O)c2c(nc(CN3CCN(c4ccccc4F)CC3)n2Cc2ccc(F)cc2)n(C)c1=O	0.9%
COc1ccc(CNC(=O)Cn2c(=O)nc(-c3ccccc3)c3cc(Cl)ccc32)cc1OC	-1.5%
CCOC(=O)c1cnc(N2CCN(c3ccc(OC)cc3)CC2)c2ccccc12	-3.7%
CNC(=O)C1CCC(Cn2c(=O)c3sccc3n(CC(=O)NCc3cccc(OC)c3)c2=O)CC1 (stereo not drawn)	0.1%

Rewritten in markdown: part of the list above.
| mol | TbPYK inhibitor |
| --- | --- |
| Cc1ccsc1CCN1C(=O)N(c2ccccc2)C(=O)C1CC(=O)Nc1ccc(Cl)cc1 (stereo not drawn) | -7.8% |
| Cn1c(=O)c2c(nc(CN3CCN(c4ccccc4F)CC3)n2Cc2ccc(F)cc2)n(C)c1=O | 0.9% |
| COc1ccc(CNC(=O)Cn2c(=O)nc(-c3ccccc3)c3cc(Cl)ccc32)cc1OC | -1.5% |
| CCOC(=O)c1cnc(N2CCN(c3ccc(OC)cc3)CC2)c2ccccc12 | -3.7% |

More compounds follow.
SMILES	TbPYK inhibitor
Cc1ccc(NC(=O)CN2C(=O)CCSc3ccccc32)c(C)c1	-8.4%
CCCS(=O)(=O)NC(=O)C1(C)CCCN(C(=O)c2oc3ccccc3c2C)C1 (stereo not drawn)	0.3%
CC(C)(C)C(O)/C=C/c1ccc2c(c1)OCO2 (stereo not drawn)	-3.6%
CCOC(=O)N1CCc2c(sc3c2c(=O)n(-c2ccc(F)cc2)c(=O)n3CC(=O)c2ccc(Cl)cc2)C1	-8.6%
CCOC(=O)c1c(-c2ccccc2)csc1NC(=O)c1cc(-c2ccc(Cl)cc2)on1	-1.4%
Cc1cc2nn(-c3ccccc3)nc2cc1NC(=O)c1cccc2c(Cl)cccc12	4.4%
CCOC(=O)C1(C)C=C(Nc2cccc(C(=O)O)c2)C(=O)N1c1cccc(C(=O)O)c1 (stereo not drawn)	-5.9%
COc1cc(CN(C)C(=O)C2CCN(S(=O)(=O)c3cccs3)CC2)ccc1OC(F)F	-0.9%
CCN(c1ccccc1)C(CNS(=O)(=O)c1ccccc1)c1ccccc1 (stereo not drawn)	1.2%
Cc1cccc(C(=O)OCC(=O)Nc2sccc2C(N)=O)c1C	1.7%
Cc1ccc(-n2c(=O)c3c(cnn3C)n(Cc3ccc(Cl)cc3)c2=O)cc1	0.0%
CC(C)C[C@H]1CNC(=S)N1C[C@H]1CCCN1C[C@H](CC(C)C)N1C[C@H](Cc2ccccc2)N(CCc2ccccc2)C1=S	-0.8%
COc1cc(C(CC(=O)NCc2ccc(F)cc2)N2Cc3ccccc3C2=O)cc(OC)c1OC (stereo not drawn)	0.3%
C[C@@H]1CCCCO[C@@H](CN(C)C(=O)Nc2ccc3c(c2)OCO3)[C@@H](C)CN([C@H](C)CO)C(=O)c2cc(N(C)C)ccc2O1	4.4%
CCCN1C(=O)c2[nH]nc(-c3ccccc3O)c2C1c1ccc(OCc2ccccc2)c(OCC)c1 (stereo not drawn)	1.2%
O=C(c1ccco1)N1CCC2(CC1)CCN(c1ncccn1)CC2	5.2%
COc1ccc(C2C(=O)N(C3CCCCC3)CC(=O)N2Cc2ccccc2Cl)cc1OC (stereo not drawn)	-0.4%
COc1ccc(Nc2nc(Nc3ccc(OC)cc3OC)nc(N3CCOCC3)n2)c(OC)c1	2.5%
COc1ccc(-c2cn3c(n2)sc2cc(C(=O)NC4CCCc5ccccc54)ccc23)cc1 (stereo not drawn)	4.4%
Cc1cc2c(cc1S(=O)(=O)NCc1ccccc1Cl)OCC(=O)N2	-6.5%
O=C(Nc1cccc(Oc2ccccc2)c1)C1Cc2c(-c3cccc(F)c3)ccnc2O1 (stereo not drawn)	2.1%
O=c1c2ccccc2n2c(-c3ccccc3F)nnc2n1CCc1ccccc1	5.6%
Cc1nc(-c2ccc(Cl)cc2)sc1CCNC(=O)c1cccs1	0.6%
CCOc1ccc(-n2c(=O)c3c(C)c(C)sc3n(CC(=O)N3CCC(C)CC3)c2=O)cc1	-0.5%
CC(C)c1cnc2c(c1SCC(=O)N1CCCCC1)c(=O)n(C)c(=O)n2C	?
CC(C)c1ccc(NC(=O)CN2C(=O)CSc3ccc(S(=O)(=O)N4CCCC4)cc32)cc1	-1.0%
CCOc1ccc(NC(=O)N2CCC(CN3CCCCCC3)CC2)cc1	5.7%
COc1ccc(C(=O)c2cn(Cc3ccc(C)cc3)c3cc4c(cc3c2=O)OCO4)cc1	-1.7%
CCc1ccccc1NC(=O)Cn1c(=O)nc(-c2ccccc2)c2ccccc21	2.6%
Cc1ccccc1NC(=O)c1ccc(F)c(S(=O)(=O)N2CCN(c3ccccc3F)CC2)c1	-8.6%
Cc1ccc(OCC(=O)Nc2cccc(-c3nc4ccccc4s3)c2)cc1	-6.5%
COc1ccc(C=C2C(=O)NC(=S)NC2=O)cc1	-27.9%
Cc1cccc(C)c1NC(=O)C(c1ccccc1)N1CCC2(CC1)OCCO2 (stereo not drawn)	3.6%
Cn1nc(C(C)(C)C)cc1C(=O)N1CCCCC1c1cc(C(=O)NCc2ccc(F)cc2)no1 (stereo not drawn)	0.7%
COc1ccc(-n2c(=O)cnc3cnc(N4CCNCC4)nc32)cc1	-5.4%
O=C(O)C1C=CC(C(=O)O)c2ccccc21 (stereo not drawn)	-3.8%
Cc1nnc(Cc2ccco2)c2n[nH]c(C)c12	-3.9%
COc1ccccc1NC(=O)Cc1nc(=O)[nH]c(=O)[nH]1	-8.7%
CCC(C)[C@H](N)c1nnc(SCc2ccc(Cl)c(Cl)c2)o1 (stereo partly drawn)	-8.0%
CCOc1ccccc1C(=O)NCC(c1ccc(N(C)C)cc1)N1CCc2ccccc21 (stereo not drawn)	-2.1%
CC(C)Sc1nc2sc3c(c2c(=O)n1Cc1ccccc1)CCCC3	4.4%
O=C(NCc1ccc2c(c1)OCO2)c1ccc2c(c1)N(Cc1ccccc1F)C(=O)c1ccccc1S2	4.8%
CC1(C(=O)Nc2ccc3c(c2)OCCO3)CCC(=O)N1CCOc1ccccc1 (stereo not drawn)	-3.8%
COc1cc(C(C)=O)ccc1OCCCN1CCC(c2noc3cc(F)ccc23)CC1	-6.9%
Cc1nn2c(C)c(C(=O)NCc3ccc(OC(C)C)cc3)cnc2c1-c1ccc(F)cc1	-2.8%
Cc1ccc(OCC(=O)Nc2c(C(=O)c3ccccc3)oc3ccccc23)cc1C	0.2%
CC1(C(=O)N2CCN(C(=O)c3ccco3)CC2)CCN1Cc1ccccc1OC(F)F (stereo not drawn)	-4.0%
O=[N+]([O-])c1cc2ccccc2c(O)c1O	?

Gathered by group: those above containing a tert-butyl group
SMILES	TbPYK inhibitor
CC(C)(C)C(O)/C=C/c1ccc2c(c1)OCO2 (stereo not drawn)	-3.6%
Cn1nc(C(C)(C)C)cc1C(=O)N1CCCCC1c1cc(C(=O)NCc2ccc(F)cc2)no1 (stereo not drawn)	0.7%

(list continues)
SMILES	TbPYK inhibitor
C[C@H](CO)N1C[C@H](C)[C@H](CN(C)C(=O)Nc2ccc(C(F)(F)F)cc2)Oc2ncc(Br)cc2C1=O	4.4%
COc1ccc(-c2nnc(SCC(=O)Nc3cc(OC)ccc3OC)nc2-c2ccc(OC)cc2)cc1	0.3%
O=C(NCc1nc2ccccc2[nH]1)c1c(F)cccc1F	3.2%
CCc1nc2c(OCc3ccccc3)cccn2c1N(C)C(C)=O	-8.6%
COc1ccc(SCC(O)Cn2c3ccccc3c3ccccc32)c(OC)c1 (stereo not drawn)	8.4%
CCOc1ccc2c(c1)c(=O)c(C(=O)c1ccc(CC)cc1)cn2CC(=O)Nc1cccc(Cl)c1	-8.2%
Cc1ccc2c(=O)n3c(nc2c1)C(C)NC(=O)c1cccnc1-3 (stereo not drawn)	-3.4%
COc1ccc(CCCc2nnc(SCC(=O)Nc3ccc(C)cc3)o2)cc1C	1.8%
CCc1cccc(-n2nnc(S(=O)(=O)c3ccc(OC)cc3)c2C)c1	-9.4%
Cn1ncc2c(Nc3cccc(F)c3)ncnc21	5.2%
CC(C)NC(=O)N1CC2(CCN(C(=O)c3cc(C(F)(F)F)cc(C(F)(F)F)c3)CC2)C1	-2.9%
CC(=O)NC(C)(CC(=O)c1ccccc1)c1ccccc1 (stereo not drawn)	9.7%
Cc1ccc(S(=O)(=O)N2CCCCC2)cc1NC(=O)COC(=O)CN1C(=O)NC2(CC(C)CC(C)(C)C2)C1=O (stereo not drawn)	1.5%
CCCCn1c(N)c(N(CCOC)C(=O)c2oc3c(Cl)cccc3c2C)c(=O)[nH]c1=O	5.1%
COc1ccc(CNCCCSc2nnnn2C)c(OC)c1	-5.1%
Cc1ccc(-n2nc(C)c3c(C(F)(F)F)cc(-c4cccnc4)nc32)cc1Cl	12.4%
COCCNC(=O)c1[nH]c(C(F)(F)F)nc1-c1ccccc1	1.7%
O=C1NC(=O)C2(CCCC2)C(=O)N1	-2.6%
Cc1cccc(NS(=O)(=O)c2ccc(C)c(C(=O)NC3CCN(Cc4ccccc4)CC3)c2)c1	-5.3%
CC(=O)N1CCCC(C)(C(=O)Nc2cccc(OC(C)C)c2)C1 (stereo not drawn)	4.2%
O=S(=O)(NCC(c1ccco1)N1CCOCC1)c1ccc(F)cc1 (stereo not drawn)	1.2%
Cc1nn(CCCC(=O)Nc2ccccc2C(F)(F)F)c(=O)c2c1sc1ccccc12	2.4%
COCC(=O)N1CCC2(CCCN(C(c3ccccc3)c3ccccc3)C2)CC1	0.9%
O=C(Nc1cc(-c2nc3cc(Cl)ccc3o2)ccc1Cl)c1cccs1	-7.5%
CN(Cc1ccco1)C(=O)c1ccc2c(c1)N(Cc1ccccc1F)C(=O)c1ccccc1S2	0.9%
CC1(C)C2CC[C@]3(C)C(CC=C4[C@@H]5C[C@@](C)(CO)[C@@H](O)C[C@]56C[C@@H](OC6=O)[C@]43C)[C@@]2(C)CC[C@@H]1O (stereo partly drawn)	-8.9%
O=C(O)c1ccc(C=NN=C2c3ccccc3-c3ccccc32)cc1	0.2%
COCCNC(=O)C1(C)CCN(C(=O)/C=C/c2ccccc2)C1 (stereo not drawn)	-7.0%
CCOC(=O)c1cccc(Nc2cc(-c3ccccc3)ncn2)c1	3.9%
CC(C)(C)OC(=O)N1CCC(c2c(C(=O)NCCN3CCCC3)cnn2-c2ccc(Cl)cc2)CC1	1.1%
CCn1c(=O)c2cc(C(=O)NCCc3cc(OC)ccc3OC)sc2c2ccccc21	-1.5%
Cn1c(N)c(C(=O)COC(=O)C2Cc3ccccc3CN2S(C)(=O)=O)c(=O)n(C)c1=O (stereo not drawn)	5.9%
CCC(=O)N1CCc2cc(S(=O)(=O)NC(Cc3ccccc3)C(=O)Nc3ccc(C)cc3)ccc21 (stereo not drawn)	-11.0%
CCOC(=O)C1=CCN(S(=O)(=O)c2ccccc2Cl)C1c1ccc(Cl)c(Cl)c1 (stereo not drawn)	1.2%
O=c1c(Oc2ccccc2)coc2cc(O)cc(O)c12	-7.5%
COC(=O)c1c(C)cc(O)c(C=O)c1O	0.2%
COc1ccc(OCc2nc(C#N)c(NCc3ccccc3Cl)o2)cc1	2.3%
O=C(NCCc1ccccc1)c1nn(-c2ccc(F)cc2)nc1CO	3.2%
O=S(=O)(Nc1cccc(-c2ccc(N3CCCCC3)nn2)c1)c1ccc(Cl)s1	0.0%

Not all compounds are listed; count on the stated rates, not on these rows.
